PERK inhibitor = human PERK inhibition, primary cell-based screen | CHO PERK-DD fusion, SEAP luminescence translation reporter | inhibition, % at 5.6 µM | 220,000 tested, 0.17% active;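 active = inhibition above the mean inhibition of all tested compounds plus 3 SD, set separately per screening campaign, cut at about 2.9% in these data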;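 also: PERK kinase domain activated by AP20187 dimerizer at 100 nM; 0% = DMSO with dimerizer and 100% = rapamycin at 8.4 µM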
Mdm2 ligase inh = Mdm2 E3 ligase (human) inhibition; 210,000 tested, 0.11% active; AID 1230; signal enhancement, % at 5 µM; Q00987; cell-based MDM2 ubiquitination luciferase reporter, 2 h; 0 = plate control, 100 = twice control, blank-subtracted;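 active = signal enhancement of 30% or more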;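 also: luminescence tracks abundance of the self-degrading MDM2-luciferase fusion protein; higher signal means inhibition of MDM2 E3 ligase activity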
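Material: stable MDM2–luciferase fusion reporter cells / Quantity: 2000 cells/well / Dosing: single 5 µM compound dose, 0.2% final DMSO / Buffer or medium: DMEM / Schedule: 4 h cell settling then 2 h compound exposure, 37 °C / Detection: luminescence with SteadyLite reagent, 15 min at room temperature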
eIF4E-4G inh = blocks eIF4E binding to eIF4G; P63073+Q04637; TR-FRET eIF4E-eIF4GI(517-606) binding, 2 h; inhibition, % at 21.7 µM; 220,000 tested, 0.37% active;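 active = inhibition above about 30%, limit read from the data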;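 also: 0% = full FRET control wells and 100% = background wells lacking eIF4GI fragment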
TNF necrop inh = TNF-alpha cell death inhibition in Jurkat FADD-/- cells | activation (protection from cell death), % at 10 µM | 220,000 tested, 0.068% active | Jurkat FADD-/- TNF necroptosis rescue, ATP luminescence, 24 h; 0 = TNF only, 100 = no-TNF cells;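 active = activation, meaning protection from cell death, of at least 50% relative to plate controls; inactive = activation below 50%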;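 also: necroptosis triggered by 40 ng/mL TNF-alpha added together with compound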
L929 necroptosis = blocks zVAD induced death of L929 cells; L929 zVAD necroptosis rescue, ATP luminescence, 24 h; with zVAD 60 µM; viability rescue, % at 10 µM; 220,000 tested, 0.38% active; AID 1377;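 active = activation, scaled between plate controls, above about 75%, limit read from the data; inactive = activation under that limit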;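 also: 0% = zVAD with DMSO and 100% = DMSO alone without zVAD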
Calpain2 inh = inhibitors of pig calpain II; 220,000 tested, 0.37% active; inhibition, % at 16 µM; AID 1236; purified calpain II, fluorogenic peptide substrate, 30 min;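 active = inhibition above about 50%, limit read from the data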
EBV gp42 inh = blocks Epstein-Barr virus glycoprotein 42 binding | Q1HVG2 | Fluorescence polarization binding assay, mP read-out | inhibition, % (tested at 21.74 µM) | 220,000 tested, 0.42% active; in the data active = inhibition above about 50%
KCC2 mod = modulators of human KCC2 chloride dependent transport; B-score of Tl+ flux slope (higher = more flux/activation; lower = inhibition) at 10 µM; KCC2 cells, thallium flux FluoZin-2 fluorescence; Q9H2X9; 190,000 tested, 2.2% active; AID 1456;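 active = thallium flux slope and its plate-corrected score both differing from the plate sample mean at a set confidence after two filtering rounds, in either direction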;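 also: slope of fluorescence scaled to starting intensity during 10 to 20 s after thallium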
Rad51 HR inh = blocks human Rad51 in homologous recombination | hRad51 DNA strand exchange, fluorescence dequenching | inhibition, % at 10 µM | 200,000 tested, 0.085% active;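 active = inhibition above 40% at the single screening dose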;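 also: 0% = DMSO control wells and 100% = blanks with heterologous ssDNA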
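material = hRad51 filaments on single-stranded DNA | timing = filaments 15 min 37 °C, then compound 30 min | signal = FRET fluorescence dequenching, excitation 485 nm, emission 520 nm | benchmarks = control wells and blank wells on each plate | evaluation = percent inhibition relative to plate controls and blanks | compound = 10 µM final, single point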
Active calls of the source: *; i = inactive; / = not tested or not shown; [ ] = remark or other dose.

structure	PERK inhibitor	Mdm2 ligase inh	eIF4E-4G inh	TNF necrop inh	L929 necroptosis	Calpain2 inh	EBV gp42 inh	KCC2 mod	Rad51 HR inh
CCCn1c(=O)c2c(c3ccccc31)OC(C)C(=O)N2 (configuration not stated)	0.8	-5	-5	-0.8	2.5	-45	3	-0.16	6
O=C(NC1CCCCC1)c1ccc(S(=O)(=O)c2ccccc2Cl)c([N+](=O)[O-])c1	0.7	3	5[fluorescence artefact?]	-1.1	0.0	-3	-12	-0.037	-3
Cc1cc(OC(=O)CNC(=O)OC(C)(C)C)c2c(C)cc(=O)oc2c1	-0.7	-3	6	-2.2	-0.2	20	-12	-0.46	0
O=c1[nH]c2ccccc2nc1/C=C(\O)c1cccs1	1.1	-17	1	-2.0	68	-35	44	-0.14	-128
C/C(=N\n1cnnc1)c1ccc(C#N)cc1	0.5	-7	0	1.0	0.1	-21	-5	-0.035	3
O=C(Nc1cc(F)ccc1F)N1CCN(c2ccnc3cc(Cl)ccc23)CC1	-2.5	-14	0	-1.7	3.1	0	-20	-3	1
Cc1cc(C)c(NC(=S)N(Cc2cccnc2)Cc2ccco2)c(C)c1	-0.2	4	3	-2.3	/	-6	-1	0.62	10
COc1ccc(CC(=O)Nc2ccc(-c3noc(-c4ccccc4OC)n3)cc2)cc1	-2.8	-38	-39	1.8	0.7	-80	-10	/	-10
CCc1ccccc1Nc1nc(N)nc(CSCC(=O)Nc2ccc(C)c(C)c2)n1	-0.3	12	-8	2.9	0.6	-3	-1	-0.31	10
CCCN1CCC(NC(=O)Nc2ccc(Br)cc2)CC1	0.6	-5	0	5.1	1.4	28	3	-0.15	21
COc1ccc(C/C(C)=N/NC(=O)c2ccc(C)cc2C)cc1	0.1	-14	-4	1.4	1.7	35	3	0.63	4
Cc1cc(NC(=O)c2cc(C)on2)n(-c2ccccc2)n1	-0.6	-36	2	-0.3	/	22	6	1.1	/
Cc1cc(CNC(=O)c2cccc([N+](=O)[O-])c2C)c2ccccc2n1	0.1	-10	2	-4.4	-0.6	-4	-13	0.049	-2
O=C(N/N=C/C(Br)=C\c1ccccc1)c1ccc2nc[nH]c2c1	-0.2	-8	-4[fluorescence artefact?]	-0.1	-0.3	18	7	-1.7	-3
O=c1cc(-c2cccs2)oc2ccc(Cl)cc12	0.4	-9	0	-2.8	0.6	-61	-2	-1.2	1
COc1ccc(C(=O)O)cc1NS(=O)(=O)c1cccc2nsnc12	0.6	-11	-5	1.6	2.6	-35	3	1.1	-3
COc1ccc(-n2nc(N)c3c(=O)oc(N(C)C)nc32)cc1	-0.5	-6	0	-4.9	0.0	-6	-10	-1.3	1
COc1ccc(NC(=O)CCN2C(=O)c3ccc([N+](=O)[O-])cc3C2=O)c(OC)c1	0.7	20	-6	0.7	0.0	7	-16	0.43	6
O=C(CCC(=O)N1CCN(S(=O)(=O)c2ccc(Cl)cc2)CC1)Nc1ccc(Cl)cc1Cl	0.2	-20	-2[fluorescence artefact?]	0.2	-0.2	4	0	0.03	19
Cc1cc(Cl)ccc1NC(=S)NCCCO	0.6	-8	-1	0.5	-0.7	2	6	-0.56	-1
CC(=NCc1cccnc1)C1=C(O)c2ccccc2C1=O	-0.5	-3	5[fluorescence artefact?]	4.7	-0.4	-3	-22	0.0095	2
CN(C)S(=O)(=O)c1ccc2c(c1)C(CC(=O)O)NC2=O (configuration not stated)	0.6	9	1	-3.1	-0.4	-32	1	/	-4
c1ccc2c(c1)ccc1nnc(-c3ccc4c(c3)OCO4)n12	-0.8	-4	6	-3.0	0.6	-104	1	-1.4	-3
O=S(=O)(c1ccccc1)N1CCSC1c1ccco1 (configuration not stated)	1.3	1	3[fluorescence artefact?]	-1.6	0.4	-23	-10	0.31	10
COc1ccccc1-c1nc(-c2ccccn2)no1	0.7	-65	6[fluorescence artefact?]	-8.3	0.7	-8	-16	/	5
COc1ccc2c(c1)c(=O)oc1cc(OCC(=O)NC3CCCCC3)ccc12	0.5	-15	7	0.8	5.3	-133	14	-0.36	2
CC1C(=O)N(c2ccc(S(=O)(=O)N(C)C)cc2)C1(/C=C/c1ccccc1)C(=O)NC1CCCC1 (configuration not stated)	0.5	2	22[fluorescence artefact?]	4.8	-0.1	-49	-10	0.26	11
Cc1cccc(NC(=O)CCCn2cc([N+](=O)[O-])cn2)n1	0.7	8	-3	1.5	1.3	-4	-8	0.29	4
CCCNC(=O)COC(=O)CCC(=O)c1ccc(F)cc1	0.7	-10	2	-0.1	0.1	18	-24	-0.37	1
CCOC(=O)c1[nH]c(C)c(C(=O)NCCc2ccc(OC)cc2)c1C	0.3	-21	3	2.5	9.7	13	-11	0.32	-5
O=C(Cn1cncn1)NCCC(c1ccccc1)c1ccccc1	2.2	-19	2	2.9	-0.8	5	6	-0.18	/
O=C(O)c1[nH]c2ccccc2c1-c1ccccc1	0.0	-8	6	0.7	0.6	-82	8	/	5
COc1ccc(C2CC(c3c(-c4ccccc4)c4cc(Cl)ccc4[nH]c3=O)=NN2S(C)(=O)=O)cc1 (configuration not stated)	-0.8	-9	-24	-7.6	0.3	-58	2	1.3	-1
Cn1c(-c2csc(-c3cccc(C(F)(F)F)c3)n2)n[nH]c1=S	0.4	-10	-4	-2.3	0.6	-5	-6	2.7	/
CCN(Cc1ccccc1)C(=O)C1CCN(Cc2sccc2C)CC1	-0.6	-7	-1	4.8	-0.8	-7	-15	-1.2	/
O=C(Cc1cccs1)N/N=C/c1ccc(OCc2ccccc2)cc1	-0.6	-11	-5[fluorescence artefact?]	0.6	1.2	15	9	0.95	6
O=C(/C=C/c1ccc(S(=O)(=O)N2CCOCC2)cc1)NCCCn1ccnc1	0.8	-11	1	1.5	0.5	-17	-6	1.2	/
CCOC(=O)C1(Cc2cccc(F)c2)CCN(C(=O)C2CCOCC2)CC1	-0.1	-16	-1	-0.4	0.0	7	-5	1.3	/
CC(=O)n1c2ccccc2c2c1c1ccccc1n2C	-0.3	-10	-8	1.1	46	i	6	0.12	5
CN(CC(=O)NCCCN1CCOCC1)S(=O)(=O)c1ccc(Br)cc1	-0.4	-13	-2	-1.6	-0.2	-9	-21	-1.2	-3
Cc1ccc(/C=C/C(=O)OCc2nc(N)nc(Nc3ccccc3C)n2)o1	0.7	9	-2	0.2	7.3	1	85*	-0.086	-4
O=C(N/N=C/c1ccc(-c2cccc(C(F)(F)F)c2)o1)c1ccccc1Br	0.1	-21	12	0.5	2.0	-12	6	/	-9
CCCCCn1c(CNC(=O)c2cccs2)nc2ccccc21	-1.6	/	-2	0.0	0.4	20	-2	-0.35	-9
Cc1ccc(C(=O)NNC(=O)C2CCN(c3nccc(C)n3)CC2)cc1	0.0	-14	-2	-4.4	-0.1	-55	-14	/	1
CCc1ccc(C(=O)NC(CCSC)C(=O)O)cc1 (configuration not stated)	0.5	-6	0	0.9	0.5	2	-11	0.15	-18
O=C(Nc1nccs1)c1cc(Cl)nc2ccccc12	-0.3	-9	-4	1.2	3.2	13	-12	0.71	-24
CC(=O)c1cc(-c2ccc(F)cc2)n(CC(=O)NCc2cccs2)c1C	-0.4	-12	5[fluorescence artefact?]	0.0	0.2	41	-5	0.05	2
O=C(Nc1ccc(N2CCOCC2)cc1)c1cccnc1	1.5	0	1	0.2	-0.9	15	3	-0.14	-5
CCS(=O)(=O)c1nc(NC(C)=O)n[nH]1	-0.3	-26	-3	0.1	0.6	-10	-17	0.45	7
Cc1cccc(NC2=C(Cl)C(=O)OC2NC(=O)c2ccccc2)c1 (configuration not stated)	-2.1	-6	-10	1.0	0.3	-6	-21	/	0
CCCn1c(SCC(=O)c2cc(OC)ccc2OC)nnc1C(C)C	0.2	-10	/	-0.6	0.0	-20	-15	1.1	-2
Cc1ccc(Sc2nnc(-c3ccccc3)cc2C#N)cc1	0.1	-17	0	1.2	-0.7	-3	-22	-0.0094	-1
CC(C)N(C(=O)CSc1nnc(CN2CCCCCC2=O)n1-c1ccccn1)C(C)C	-0.5	-12	1	0.3	-0.1	-40	-19	/	1
CSc1ccc(/C=C(/Sc2nnc(-c3ccccc3)o2)C(=O)O)cc1	0.3	16	-2	2.4	-0.1	-29	-20	-2.7	-1
Cc1csc(NC(=O)CSc2ccc(-c3ccc(F)cc3)nn2)n1	-0.8	2	-3	0.8	-0.1	-16	6	-4.5	10
C/C(CC(=O)Nc1ccc2c(c1)OCCO2)=N\NC(=O)C(=O)Nc1ccccc1C	0.1	-5	1	-0.7	-0.2	-23	3	1.2	6
COc1ccc(S(=O)(=O)NCCSc2ccc(Cl)cc2)cc1OC	0.0	-7	6[fluorescence artefact?]	0.5	0.3	0	-16	-0.81	-3
COc1ccc(C(=O)O/N=C(\N)Cc2ccc(Cl)c(Cl)c2)cc1OC	-0.3	1	21	-2.8	0.2	15	-4	-1.6	-10
CCOC(=O)COc1ccccc1/C=C1\NC(=O)NC1=O	1.3	-21	1	-1.0	9.8	25	8	0.56	20
CCOC(=O)C1(Cc2ccccc2C(F)(F)F)CCN(C(C)CSC)CC1 (configuration not stated)	0.3	-5	3	3.0	-1.3	1	-25	-0.66	-5

(more compounds)
structure	PERK inhibitor	Mdm2 ligase inh	eIF4E-4G inh	TNF necrop inh	L929 necroptosis	Calpain2 inh	EBV gp42 inh	KCC2 mod	Rad51 HR inh
CCOc1ccc(C(=O)NCCn2cc(SCC(=O)Nc3cc(C)on3)c3ccccc32)cc1	-0.8	4	0	0.1	1.4	6	3	/	1
CCCn1c(NCc2ccco2)nc2ccccc21	-1.5	-11	1	-0.9	-0.2	-26	0	-0.39	2
Cc1ccnc(NC(=O)C(C)N2C(=O)c3ccccc3C2=O)c1 (configuration not stated)	-0.2	3	1	-1.2	-0.2	-20	-7	-0.13	-19
CCOC(=O)CSc1nc2cc(C(=O)OC)ccc2c(=O)n1CCN1CCOCC1	1.0	-6	9	-3.7	-0.1	-1	-12	-0.31	-7
Oc1ccc(/C=N/N=C/c2ccc(O)cc2)cc1	0.4	-8	1	-4.1	0.9	22	2	-0.53	1
CCn1c(=O)c(C(=O)NC(C)C)c(O)c2ccccc21	-0.7	-14	12	-0.3	0.4	-1	-25	0.84	-4
CCOC(=O)N1CCN(c2c(NCc3ccccc3Cl)c(=O)c2=O)CC1	0.9	-7	-1	-6.9	1.1	-12	0	-0.011	/
C=CCO/N=C(/CCC)C1=C(N)CC(C)(C)CC1=O	0.1	3	1	-0.1	4.6	8	-8	/	7
CN(C)c1ccc(-c2nnc(-c3cccs3)o2)cc1	0.0	-66	2	0.0	2.5	-49	-1	-0.47	7

Three entries from above, arranged by the number in Rad51 HR inh, descending:
molecule | PERK inhibitor | Mdm2 ligase inh | eIF4E-4G inh | Calpain2 inh | EBV gp42 inh | KCC2 mod | Rad51 HR inh
CN(C)c1ccc(-c2nnc(-c3cccs3)o2)cc1 | 0.0 | -66 | 2 | -49 | -1 | -0.47 | 7
Oc1ccc(/C=N/N=C/c2ccc(O)cc2)cc1 | 0.4 | -8 | 1 | 22 | 2 | -0.53 | 1
CCn1c(=O)c(C(=O)NC(C)C)c(O)c2ccccc21 | -0.7 | -14 | 12 | -1 | -25 | 0.84 | -4
